# High-throughput results (PubChem)
# SUMO HTRF inh = inhibitors of human SUMOylation (UBC9) | P63279 | HTRF SUMOylation assay, SAE1/SAE2 + UBC9, in vitro | inhibition, % at 35 µM | hit rate 0.36% among 290,000 | AID 2006; in the data active = inhibition above about 50%, passing the limit was not always enough; note: strong numbers were not always called active
# Target sequence (P63279 whole entry, looked up): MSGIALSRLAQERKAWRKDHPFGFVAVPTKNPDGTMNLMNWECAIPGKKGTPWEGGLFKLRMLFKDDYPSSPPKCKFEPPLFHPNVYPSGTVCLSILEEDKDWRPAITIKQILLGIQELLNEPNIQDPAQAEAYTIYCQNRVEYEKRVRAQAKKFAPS
# IDE act = activators of human insulin-degrading enzyme in cells. HEK cells, FAbeta-B cleavage, fluorescence polarization; 0% vehicle, 100% cell-free pure enzyme wells. activation, % at 5.96 µM. hit rate 0.073% among 340,000;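 active = activation above the mean of all tested compounds plus 3 SD, set per screening campaign, cut at about 17% in these data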
# IMP-1 inhibitor = inhibitors of Pseudomonas aeruginosa IMP-1 metallo-beta-lactamase | purified IMP-1, nitrocefin hydrolysis, epi-absorbance fluorescence | inhibition, % at 5.6 µM | hit rate 0.45% among 290,000 | AID 1556;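 active = inhibition above the mean plus 3 SD of all compounds in the same screening run, cut at about 4.5% in these data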;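 note: 0% = IMP-1 with DMSO and 100% = DMSO wells lacking enzyme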
#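 System: Purified IMP-1 | Read-out basis: Percent enzyme inhibition | Controls: IMP-1 with DMSO as 0%, enzyme-free DMSO as 100% | Replicates: One well per compound | Doses: 5.6 µM nominal single concentration | Detection: Epi-absorbance fluorescence, 480 nm excitation, 530 nm emission | Incubation: 25 °C, 15 min preincubation, 25 min reaction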
# CRFBP-R2 block = antagonists of CRF-binding protein/CRF-R2 receptor complex | HEK293 CRF-R2/CRF-BP, CRF-induced calcium fluorescence | inhibition, % at 11.8 µM | hit rate 0.59% among 350,000 | AID 588475;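 active = inhibition of the ligand-induced calcium signal above about 50% at the single tested concentration, limit read from the data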
# HCV NS3 hel inh = HCV NS3 helicase inhibition. AID 1800. hit rate 0.56% among 290,000. NS3 helicase DNA unwinding, Cy5 molecular beacon fluorescence. inhibition, % at 10.9 µM;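 active = inhibition above the mean of all tested compounds plus 3 SD, set per campaign, cut at about 35% in these data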;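 note: 0% = DMSO wells and 100% = thioflavine S control wells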
#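 System: NS3 helicase fragment of HCV / Schedule: 1 h at 25 °C / Control set: DMSO alone as 0% and 110 µM thioflavine S as 100% / Reagent: Cy5/quencher beacon DNA duplex and ATP to start / Technique: Cy5 fluorescence / Replication: singlicate / Evaluation: % inhibition of end-to-start signal ratio versus controls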
# GalR3 antag = blocks the human galanin receptor 3 | O60755 | AID 651719 | hit rate 0.44% among 360,000 | inhibition, % at 3 µM | HEK293 GalR3-CNG cAMP membrane potential fluorescence; galR3 body fused to GalR1 C-terminus;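 active = inhibition above the screen-wide average plus 3 SD, cut at about 13% in these data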;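 note: forskolin and galanin both at EC90 stimulate the cells; cAMP rise reported by CNG channel membrane potential dye signal; 0% = forskolin plus galanin with DMSO and 100% = forskolin alone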
# Target sequence (O60755 1-299 limits assumed): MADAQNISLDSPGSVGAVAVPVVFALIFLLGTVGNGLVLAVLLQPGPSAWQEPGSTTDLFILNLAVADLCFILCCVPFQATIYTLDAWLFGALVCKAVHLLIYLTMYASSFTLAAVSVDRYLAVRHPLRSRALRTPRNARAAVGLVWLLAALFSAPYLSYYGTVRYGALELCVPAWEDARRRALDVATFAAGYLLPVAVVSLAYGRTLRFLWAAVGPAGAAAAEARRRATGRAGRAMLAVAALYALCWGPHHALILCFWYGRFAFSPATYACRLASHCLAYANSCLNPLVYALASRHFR
# IDE inh = cellular human IDE inhibition; P14735; HEK cells, FAbetaB cleavage, fluorescence polarization; inhibition, % at 5.59 µM; hit rate 0.41% among 320,000;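 active = percent inhibition above the average of all tested compounds plus 3 SD, set per screening campaign, cut at about 16% in these data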;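 note: IDE supplied by intact live HEK cells; FP after avidin binding of uncleaved biotin substrate so inhibition keeps polarization high; 0% = DMSO wells and 100% = 60 µM reference IDE inhibitor Ii1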
# VIM-2 inh = inhibitors of Pseudomonas aeruginosa VIM-2 metallo-beta-lactamase. inhibition, % at 5.6 µM. purified VIM-2, nitrocefin hydrolysis, epi-absorbance fluorescence. hit rate 0.89% among 290,000;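 active = inhibition above the mean of all tested compounds plus 3 SD, cutoff set per screening run, cut at about 7.5% in these data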;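 note: red hydrolysis product quenches plate fluorescence so inhibitors raise well fluorescence; 0% = enzyme with DMSO and 100% = DMSO without enzyme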
# pCIP destab = p/CIP protein destabilization; Q05BA5; F442A p/CIP-EGFP cells, EGFP fluorescence, 16 h; decrease of EGFP signal, % at 10 µM; hit rate 0.01% among 290,000;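 active = EGFP signal decrease of at least 30% at 10 µM or well 3 SD below plate mean, unless failing retest; inactive = the rest, including hits failing retest or dose response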; note: some compounds called inactive have numbers as strong as hits; many of its hits are not listed in these tables
# * = called active by the depositor; · = not tested or not shown.
# Start of the data: the first three compounds, ahead of the listing:
nr	compound	SUMO HTRF inh	IDE act	IMP-1 inhibitor	CRFBP-R2 block	HCV NS3 hel inh
1	O=C(Nc1cc(S(=O)(=O)N2CCCCC2)ccc1Cl)c1ccccc1NS(=O)(=O)c1ccc(F)cc1	26	3	-1.2	108*	2
2	O=C(Cn1cc(C(F)(F)F)ccc1=O)NCc1ccc(F)cc1	-18	0	-1.8	-10	0
3	COc1cc(CNc2nnnn2C)ccc1OCc1ccc(F)cc1Cl	-6	-5	-2.2	7	1

nr	GalR3 antag	IDE inh	VIM-2 inh	pCIP destab
1	-4	-5	-5.7	-23
2	-9	3	-0.1	1
3	-5	-2	-2.2	-5

# The listing (from the top)
nr	compound	SUMO HTRF inh	IDE act	IMP-1 inhibitor	CRFBP-R2 block	HCV NS3 hel inh
1	O=C(Nc1cc(S(=O)(=O)N2CCCCC2)ccc1Cl)c1ccccc1NS(=O)(=O)c1ccc(F)cc1	26	3	-1.2	108*	2
2	O=C(Cn1cc(C(F)(F)F)ccc1=O)NCc1ccc(F)cc1	-18	0	-1.8	-10	0
3	COc1cc(CNc2nnnn2C)ccc1OCc1ccc(F)cc1Cl	-6	-5	-2.2	7	1
4	CC1=C(C(=O)Nc2ccccc2)C(c2coc3ccccc3c2=O)C2=C(CCCC2=O)N1 (stereo unspecified)	6	7	-1.9	6	-3
5	CCc1ccc(/C=N\NC(=O)c2ccc(Br)o2)s1	3	1	-1.8	5	0
6	COc1cccc2cc(C(=O)NCCc3c[nH]c4ccccc34)c(=O)oc12	10	7	-1.4	-32	11
7	O=C(OCc1ccccc1)N1CCOCCN(C(=O)OCc2ccccc2)CCOCC1	1	7	-1.7	6	0
8	CCN(CC)Cc1c(O)ccc2c1O/C(=C\C=C\c1ccccc1)C2=O	28	-3	0.8	-25	-40
9	COC(=O)C1=C(C)N(Cc2ccccc2)C(=NCCCCO)N[C@H]1c1cccc(C(F)(F)F)c1	·	-3	·	-2	·
10	COC1=C(c2ccccc2)C(=O)c2ccccc2C1=O	-10	-1	-2.2	14	11
11	O=C(Nc1cccnc1)C1OCCc2ccccc21 (stereo unspecified)	7	-5	-6.7	-14	-9
12	Fc1ccc2c(c1)c1n[nH]c(=S)nc1n2CCc1ccccc1	10	-20	-3.7	3	14

nr	GalR3 antag	IDE inh	VIM-2 inh	pCIP destab
1	-4	-5	-5.7	-23
2	-9	3	-0.1	1
3	-5	-2	-2.2	-5
4	3	5	-0.9	-4
5	0	9	-3.2	2
6	-4	0	1.4	-2
7	7	-6	0.5	-15
8	6	6	0.3	-15
9	-5	1	·	·
10	-4	-4	-1.2	0
11	-3	0	-4.3	-4
12	-7	·	-3.4	0

# The listing continues:
nr	compound	SUMO HTRF inh	IDE act	IMP-1 inhibitor	CRFBP-R2 block	HCV NS3 hel inh
13	Cc1nc(-c2ccccc2)sc1C(=O)CSc1ccc(Br)cc1	-3	6	-0.5	-6	-3
14	Cc1ccc(CN2C(=O)CCC2C(=O)NCCN(CC(C)C)CC(C)C)cc1 (stereo unspecified)	0	3	-0.7	11	-9
15	Cc1cc(NC(=O)C2CCN(S(=O)(=O)c3c(C)noc3C)CC2)ccc1Br	-1	-4	0.0	6	-6
16	Cc1nn(-c2ccccc2)c(C)c1C(=O)OC/C(O)=C(\C#N)c1nc2ccccc2[nH]1	-5	-1	-4.5	-1	-9
17	CCc1cccc(C)c1NC(=O)c1ccccc1	-4	-3	-3.6	-2	0
18	COc1cccc(N2CCN(S(=O)(=O)c3cn(C)cn3)CC2)c1	10	8	-0.7	-14	-5
19	COc1ccccc1CNC(=O)C1CC(=O)N(C2CCCC2)C1 (stereo unspecified)	18	-6	-0.7	3	-7
20	N/C(Cc1ccc([N+](=O)[O-])cc1)=N\OC(=O)COc1cccc2ccccc12	-15	6	-2.0	1	-14
21	CC(NC(=O)COC(=O)/C=C/c1cccc(C(F)(F)F)c1)c1ccccc1 (stereo unspecified)	6	4	-3.5	-10	8
22	COc1ccccc1N1CCN(C(=O)c2cn(-c3ccccc3)nc2-c2cccnc2)CC1	10	-2	-3.2	-27	-12
23	COc1ccc(C(=O)O/N=C(\N)c2ccc(Br)cc2)cc1	28	0	-1.0	2	8
24	O=c1cc(CSc2ccc(Cl)cc2)nc2nc[nH]n12	-3	6	-3.4	18	-3

nr	GalR3 antag	IDE inh	VIM-2 inh	pCIP destab
13	-2	-4	-0.5	0
14	-4	0	1.4	-12
15	-11	0	2.8	-14
16	-4	0	-1.8	-8
17	-6	-3	-6.7	5
18	2	-7	1.4	-15
19	-7	-1	-2.4	-2
20	·	1	-2.1	3
21	-7	-1	-4.0	2
22	-3	-1	-5.8	-4
23	-11	2	-1.5	-15
24	-3	1	-2.0	-19

# Carrying on.
nr	compound	SUMO HTRF inh	IDE act	IMP-1 inhibitor	CRFBP-R2 block	HCV NS3 hel inh
25	Cc1cccc(C)c1NC(=O)NC1(C(=O)N2CCCC2)CCCCC1	7	5	-0.3	10	5
26	COCCN(C(=O)CCC(=O)Nc1nccs1)C(C(=O)NC(C)(C)C)c1ccc(Cl)cc1 (stereo unspecified)	-6	-1	-3.9	3	10
27	CCCCSc1nc2c(cnn2-c2ccc(Cl)cc2)c(=O)[nH]1	6	7	-3.9	2	-2
28	CCN1CCN(c2ccc(NC(=O)CCc3c(C)nc4c(-c5ccccc5)c(C)nn4c3C)cc2)CC1	-10	-2	4.9*	-4	-37
29	Cc1nc(-c2cn[nH]c2-c2ccc(O)cc2O)cs1	-4	2	-1.8	-1	10
30	Cc1csc(NC(=O)c2sc3nc(-c4cccs4)ccc3c2N)n1	12	·	-4.6	-22	21
31	CC(NCc1cc(Br)ccc1OCC(=O)NCc1ccccc1)c1ccccc1 (stereo unspecified)	6	4	-2.1	-38	-39
32	CCOc1ccc2nc(N3CCC(C(=O)N4CCN(C5CCCCC5)CC4)CC3)sc2c1	-2	-4	-2.5	19	3
33	O=C(CCC(=O)c1cccs1)NCc1cccc(C(F)(F)F)c1	·	-1	·	5	·
34	CN(C)c1ccc(/C=C2\C(=N)N3N=C(CC(=O)N4CCCC4)SC3=NC2=O)cc1Br	-5	4	-1.4	-17	-4
35	Cc1ccccc1C(=O)N1CCN(c2ccc([N+](=O)[O-])c(N3CCOCC3)c2)CC1	-8	5	-4.6	6	8
36	CN(c1cccc(NC(=O)COc2ccc(Cl)cc2Cl)c1)S(C)(=O)=O	13	-1	-4.5	-16	2

nr	GalR3 antag	IDE inh	VIM-2 inh	pCIP destab
25	-8	-4	2.5	9
26	-4	1	-4.7	-3
27	3	1	0.9	2
28	0	-1	1.4	1
29	-1	1	-3.8	-6
30	·	-2	-2.8	-19
31	-6	2	-3.4	13
32	-3	-1	-3.2	16
33	-6	14	·	·
34	-1	-3	-2.1	4
35	-3	2	-2.0	10
36	1	3	-1.8	-5

# (more compounds)
nr	compound	SUMO HTRF inh	IDE act	IMP-1 inhibitor	CRFBP-R2 block	HCV NS3 hel inh
37	O=C(N/N=C/c1ccc([N+](=O)[O-])o1)c1cn2ccc3ccccc3c2n1	·	4	-2.1	9	3
38	CC(Oc1ccccc1)C(=O)Nc1nnc(S(=O)(=O)N2CCCCC2)s1 (stereo unspecified)	-2	7	-1.0	47	-1
39	CC(C)N(C(=O)Nc1ccc2nsnc2c1)C(C)C	100*	·	-3.5	13	12
40	O=C(CN(Cc1ccc(F)cc1)C(=O)c1ccco1)NCc1ccc(F)cc1	-6	3	-2.2	-16	2
41	N#C/C(=C\c1c(F)cccc1Cl)C(=O)NC1CC1	2	1	-1.8	3	5
42	CCOC(=O)N1CCN(C(=O)/C=C/c2ccc([N+](=O)[O-])cc2)CC1	6	6	-2.1	16	9
43	COc1ccc(C(=O)Nc2cccnc2)cc1C(=O)Nc1cccnc1	-13	-5	0.2	-5	2
44	CCOc1ccc(N(CC(=O)NCC(C)C)S(C)(=O)=O)cc1	-1	2	-2.7	19	-16
45	Cc1ccc(C)c(S(=O)(=O)Nc2ccc(C(=O)NCCCN3CCCC3=O)cc2)c1	1	-2	-1.2	-1	1
46	COc1ccc(N2CCN(C(=O)COC(=O)CCOc3ccc(C(C)(C)C)cc3)CC2)cc1	·	-1	·	4	·
47	Cc1cc(C)c(S(=O)(=O)Nc2ccc(O)cc2)c(C)c1	22	2	-0.7	-7	-1
48	CCn1c(=O)c2c(nc(SCC(=O)N3CCCC(C)C3)n2C)n(C)c1=O (stereo unspecified)	-11	-3	-3.3	-9	-6

nr	GalR3 antag	IDE inh	VIM-2 inh	pCIP destab
37	-2	0	-2.5	-32
38	-4	0	-0.9	-3
39	-7	0	0.4	-10
40	-4	9	-4.1	-6
41	-2	-4	-1.5	-10
42	-4	0	-3.4	-1
43	·	2	1.0	0
44	-3	10	-1.9	-8
45	-1	1	-1.6	4
46	-5	9	·	·
47	-5	0	0.5	0
48	-7	3	0.6	4

# Following part.
nr	compound	SUMO HTRF inh	IDE act	IMP-1 inhibitor	CRFBP-R2 block	HCV NS3 hel inh
49	COc1ccccc1CN1C(=O)[C@@H]2C(CCC(N)=O)NC3(C(=O)Nc4c3ccc(Cl)c4C)[C@@H]2C1=O (stereo partly specified)	-1	1	-0.3	-15	1
50	O=C(CSc1ccc([N+](=O)[O-])cc1)NCC1CCCCC1	1	0	-1.9	19	-17
51	COc1ccc(C(=O)C2CCCN(C(=O)c3cccnc3SC)C2)c(C)c1 (stereo unspecified)	14	3	-1.6	-16	-1
52	Cc1ccc(NC(=O)C(=S)NCc2ccco2)cc1	-6	1	-1.7	-4	1
53	CCOc1ccc(/C=N/NC(N)=S)cc1	-20	-4	-3.4	16	-2
54	O=C(O)c1cc(N/N=C/c2ccncc2)ccc1Cl	12	1	-2.9	-7	-2
55	CCCc1cc(=O)[nH]c(SCC(=O)NC2(C#N)CCCCC2)n1	·	0	·	-4	·
56	COc1ccc(/C=C/C(=O)c2ccc(OC)cc2OC)c(OC)c1	6	2	-0.7	5	10
57	CCC(C)(C(=O)NC1CCCCC1)N(Cc1ccco1)C(=O)CNC(=O)c1ccccc1 (stereo unspecified)	8	5	-5.0	-3	6
58	C=C(C)c1cccc(C(C)(C)NC(=O)NCCN(CC)CC)c1	9	3	-3.5	21	0
59	COc1ccccc1NC(=O)NC1(C(=O)N2CCN(C)CC2)CCCCC1	-8	1	-2.8	9	-4
60	COc1ccc(N2CCCn3c2nc2c3c(=O)n(Cc3ccc(C)cc3)c(=O)n2C)c(OC)c1	-4	-2	-2.0	3	-4

nr	GalR3 antag	IDE inh	VIM-2 inh	pCIP destab
49	2	-4	0.8	-4
50	-5	-1	1.8	7
51	-6	6	-3.3	-11
52	0	-8	-4.2	0
53	-3	1	-3.2	-6
54	-2	1	-1.6	3
55	4	1	·	·
56	-7	-7	1.0	-2
57	-2	-1	-1.2	-18
58	-3	-5	-1.9	-16
59	-5	6	-1.2	10
60	-9	1	-0.8	-1
